Source: PubChem
m-calpain inh: inhibitors of pig calpain II, primary screen, biochemical, fluorogenic peptide substrate, 1536-well | AID 1236, 2008 | 220,000 tested, 0.37% active | purified calpain II, 30 min | inhibition, % at 16 µM;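 active means inhibition above about 50%, limit read from the data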
PERK inhibitor: block of dimerizer-induced PERK translation repression, primary screen, PERK inhibitor project, CHO PERK-DD cells, SEAP luminescence, HTS; inhibition, % at 5.6 µM; 220,000 tested, 0.17% active; CHO PERK-DD fusion, SEAP luminescence translation reporter; AID 1416, 2008; Eukaryotic translation initiation factor 2-alpha kinase 3 (Homo sapiens), Q9NZJ5;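 active means inhibition above the mean inhibition of all tested compounds plus 3 SD, set separately per screening campaign, cut at about 2.9% in these data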;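 further: PERK kinase domain activated by AP20187 dimerizer at 100 nM; 0% = DMSO with dimerizer and 100% = rapamycin at 8.4 µM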
Target sequence (Q9NZJ5 whole entry, looked up, the tested form may be a part): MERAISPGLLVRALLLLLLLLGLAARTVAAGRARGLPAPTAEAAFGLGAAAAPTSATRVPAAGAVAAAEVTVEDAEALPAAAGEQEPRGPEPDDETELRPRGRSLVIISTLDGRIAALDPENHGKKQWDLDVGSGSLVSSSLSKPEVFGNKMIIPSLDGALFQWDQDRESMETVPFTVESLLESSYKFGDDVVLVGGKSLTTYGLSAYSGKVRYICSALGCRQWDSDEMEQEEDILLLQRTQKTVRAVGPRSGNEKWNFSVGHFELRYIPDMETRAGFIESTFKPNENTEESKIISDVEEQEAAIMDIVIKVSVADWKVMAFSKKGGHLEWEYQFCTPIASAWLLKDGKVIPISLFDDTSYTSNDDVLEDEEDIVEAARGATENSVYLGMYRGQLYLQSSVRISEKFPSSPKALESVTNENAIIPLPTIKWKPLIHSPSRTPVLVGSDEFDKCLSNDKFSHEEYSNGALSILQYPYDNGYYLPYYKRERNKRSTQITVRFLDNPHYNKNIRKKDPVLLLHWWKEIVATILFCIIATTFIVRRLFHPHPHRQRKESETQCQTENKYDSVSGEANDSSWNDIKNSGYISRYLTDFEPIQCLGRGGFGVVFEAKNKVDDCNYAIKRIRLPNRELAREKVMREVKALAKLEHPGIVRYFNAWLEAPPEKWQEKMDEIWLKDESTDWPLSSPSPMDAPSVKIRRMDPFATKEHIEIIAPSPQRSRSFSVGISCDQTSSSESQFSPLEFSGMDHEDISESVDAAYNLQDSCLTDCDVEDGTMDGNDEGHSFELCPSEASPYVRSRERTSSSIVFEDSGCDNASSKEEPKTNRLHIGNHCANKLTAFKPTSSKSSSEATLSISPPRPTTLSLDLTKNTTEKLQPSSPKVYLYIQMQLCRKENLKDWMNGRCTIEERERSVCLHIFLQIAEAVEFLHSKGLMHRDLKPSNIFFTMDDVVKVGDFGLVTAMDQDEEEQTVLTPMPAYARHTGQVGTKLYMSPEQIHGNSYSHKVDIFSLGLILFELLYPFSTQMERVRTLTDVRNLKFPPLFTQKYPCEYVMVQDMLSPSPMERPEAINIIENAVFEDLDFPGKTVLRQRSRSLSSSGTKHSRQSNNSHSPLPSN
FXIIa inh: human FXIIa protease inhibitors, primary screen, biochemical, 1536-well; 220,000 tested, 0.3% active; purified FXIIa, Boc-QGR-AMC fluorogenic substrate, 2 h; inhibition, % at 5 µM; in the data active means inhibition above about 40%;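 further: 0% = enzyme with no compound and 100% = blank without enzyme; many of its hits are not listed in these tables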
Rad51 HR inh: human RAD51 strand exchange inhibitors, primary screen, biochemical, fluorescence. DNA repair protein RAD51 homolog 1 (Homo sapiens), Q06609. hRad51 DNA strand exchange, fluorescence dequenching. inhibition, % at 10 µM. 200,000 tested, 0.085% active;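 active means inhibition above 40% at the single screening dose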;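 further: 0% = DMSO control wells and 100% = blanks with heterologous ssDNA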
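material = hRad51 filaments on single-stranded DNA | timing = filaments 15 min 37 °C, then compound 30 min | signal = FRET fluorescence dequenching, excitation 485 nm, emission 520 nm | benchmarks = control wells and blank wells on each plate | evaluation = percent inhibition relative to plate controls and blanks | compound = 10 µM final, single point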
hK5 inh: human KLK5 protease inhibitors, primary screen, biochemical, 1536-well; recombinant hK5, fluorogenic AMC substrate cleavage; inhibition, % at 5 µM; Kallikrein-5 (Homo sapiens), Q9Y337; 210,000 tested, 0.59% active;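 active means inhibition of 40% or more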;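 further: 0% = enzyme controls without compound and 100% = no-enzyme blanks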
FXIa inh: human FXIa protease inhibitors, primary screen, biochemical, 1536-well | 220,000 tested, 0.14% active | inhibition, % at 5 µM | purified FXIa, Boc-Glu-Ala-Arg-AMC fluorogenic substrate | Coagulation factor XI (Homo sapiens), P03951;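 active means inhibition of at least 40%; inactive means inhibition below 40%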;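 further: fluorescence of freed AMC excited at 355 nm; 0% = enzyme without compound and 100% = no enzyme blank; many of its hits are not listed in these tables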
Furin inh: human furin inhibitors, primary screen, biochemical, fluorescence intensity. 220,000 tested, 0.061% active. inhibition, % at 30 µM. purified furin, fluorogenic substrate cleavage; in the data active means inhibition above about 25%; further: inactives centre near -15
thrombin 1536: human alpha-thrombin inhibitors, primary screen, counter-screen for coagulation protease inhibitor project, biochemical, 1536-well, fluorogenic AMC substrate | Prothrombin (Homo sapiens), P00734 | Boc-VPR-AMC fluorogenic substrate cleavage | inhibition, % at 5 µM | 220,000 tested, 0.26% active | AID 1046, 2008;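 active means inhibition at or above 40%; inactive means inhibition below 40%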;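 further: 0% = enzyme with no compound and 100% = wells without enzyme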
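Assay system: human alpha-thrombin enzyme. Reagent: Boc-VPR-AMC substrate, 15 µM final. Compound dosing: one concentration per compound, 5 µM, with 0.2% DMSO. Incubation: room-temperature reaction. Technique: AMC fluorescence, 355/460 nm. Measure: % inhibition relative to enzyme controls and enzyme-free blanks.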
KCC2 mod: KCC2 cotransporter modulators, thallium flux, primary screen, cell-based, HEK293 KCC2, FluoZin-2 fluorescence, MLSMR. Solute carrier family 12 member 5 (Homo sapiens), Q9H2X9. KCC2 cells, thallium flux FluoZin-2 fluorescence. 190,000 tested, 2.2% active. B-score of Tl+ flux slope (higher = more flux/activation; lower = inhibition) at 10 µM;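 active means thallium flux slope and its plate-corrected score both differing from the plate sample mean at a set confidence after two filtering rounds, in either direction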;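 further: slope of fluorescence scaled to starting intensity during 10 to 20 s after thallium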
An asterisk follows results filed as active; i = inactive; · = not tested or not shown; [ ] = dose if it differs, or a comment. A portion of the library. The share of hits here may be higher or lower than overall.

SMILES	m-calpain inh	PERK inhibitor	FXIIa inh	Rad51 HR inh	hK5 inh	FXIa inh	Furin inh	thrombin 1536	KCC2 mod
COc1cc(-c2nc3ccccn3c2/N=C/c2ccccc2)ccc1O	i	0.7	8.1	10.2	-8.8	-3.3	-47.5[20 µM]	0.8	·
CCCS(=O)(=O)N1CCc2cc(OC)c(OC)cc2C1	-12.4	1.0	15.5	-0.5	-8.4	5.7	-16.2	2.0	·
COc1cccc(N2CC(C(=O)Nc3nnc(SCC(=O)c4ccccc4)s3)CC2=O)c1 (centres undefined)	5.3	0.3	11.7	-4.7	-5.1	10.8	-2.6	-0.3	-0.507
O=C(NCc1ccccc1)c1nc(-c2cccs2)no1	17.8	0.7	26.3	-3.6	12.0	27.3	-18.2	44.5*	-0.0168
Cc1[nH]c2ccccc2c1C(=O)COC(=O)c1c(-c2c(F)cccc2Cl)noc1C	-5.1	-0.1	10.3	7.7	-6.3	1.7	-6.2	-9.3	0.333
CC(C)[C@H](NC(=O)c1ccco1)C(=O)OCC(=O)c1ccc2c(c1)NC(=O)CO2	7.5	-0.4	7.6	-30.1	2.9	0.3	-5.0	0.1	0.278
Cc1nc(C)n(CC(O)COc2ccc3c(c2)CCC3)n1 (centres undefined)	-18.9	0.6	10.5	4.0	-2.5	3.7	-13.7[20 µM]	-0.8	·
Cc1ccc(-c2csc(NC(=O)C3=COCCO3)n2)cc1	15.3	-0.5	4.6	-5.6	-1.4	-0.1	-6.3	-4.0	-0.829
COC(=O)c1nc(-c2ccccc2)oc1N(C)C	-295.2	1.1	-5.4	6.5	-44.5	-10.4	-40.4[20 µM]	-5.7	-1.35
COC(=O)c1ccccc1NC(=O)CSc1nc(NC(=O)c2ccccc2)c2c(C)c(C)oc2n1	-52.1	0.9	13.7	-1.2	-9.0	5.5	-22.2[20 µM]	-3.4	-1.14
N#Cc1cc([N+](=O)[O-])cnc1N(CCO)CCO	2.5	2.4	14.0	5.8	-8.3	8.4	-4.8	1.1	0.00347
Cc1cc(NC(=O)c2cccs2)n(-c2ccccc2)n1	16.6	0.7	5.2	3.4	-2.2	-2.7	-23.9[20 µM]	-3.0	·
COc1cccc(CNC(=O)C2(C)Oc3ccccc3NC2=O)c1 (centres undefined)	12.8	-0.7	4.4	-4.3	-23.9	-19.2	-6.7[20 µM]	-0.8	-0.0352
O=P(COCCOCCOCCOCP(=O)(c1ccccc1)c1ccccc1)(c1ccccc1)c1ccccc1	1.6	-0.3	4.0	0.8	-4.4	-5.9	-0.5	-9.0	-0.51
O=C(NCc1nc2ccccc2[nH]1)C1=C[C@H](C2CC2)C[C@H](OCc2ccc(CO)cc2)O1	-1.2	·	7.5	-8.0	-1.7	-1.3	-15.6	-1.6	-1.21
CC(C)OC(=O)C1CC(C)(O)C(=O)C(C(=O)OC(C)C)C1c1ccc([N+](=O)[O-])cc1 (centres undefined)	-46.3	0.1	9.8	2.1	2.3	1.4	-16.4	-7.8	-0.122
CC1(C)CC(=O)C2=C(C1)NC(=O)CC2c1cc2c(cc1Br)OCO2 (centres undefined)	-19.3	0.5	-0.6	-0.3	-6.9	0.1	-20.2	1.7	·
O=[N+]([O-])c1ccc(-c2csc(NN=C3CCCC3)n2)cc1	-30.5	0.5	9.6	4.2	-0.2	-1.9	-40.8	7.2	0.16
Cn1c(SCC(=O)N/N=C/c2ccncc2)nc2ccccc21	10.5	1.4	3.8	-20.1	-9.5	-5.7	-16.4	-1.4	0.157
CCn1cc(C2=NC(C)CO2)c2ccccc21 (centres undefined)	-16.8	-1.6	15.1	10.6	1.2	1.4	-21.5[20 µM]	4.3	0.0116
O=C(O)C1Cc2c([nH]c3ccccc23)C(c2ccc3c(c2)OCO3)N1 (centres undefined)	-115.4	0.1	15.0	2.4	-12.3	3.7	-15.6	4.1	-0.123
COC(=O)CSc1nnc(CNC(=O)c2ccc(S(=O)(=O)N(C)C)cc2)n1C	-26.5	0.7	4.0	8.0	-14.7	-2.7	-12.5	1.5	1.1
Cc1ccccc1S(=O)(=O)Cc1ccc(C(=O)NCc2cccnc2)o1	-36.0	-0.8	9.3	7.8	10.4	-6.8	-3.7[20 µM]	-3.0	·
COc1ccc(Oc2ccccc2/C=C/C(=O)O)cc1	-14.8	0.1	13.8	2.7	-5.3	2.0	-11.4[20 µM]	0.3	0.278
O=C(Nc1cc(C(F)(F)F)ccc1Cl)C(Sc1nnc(-c2cccs2)o1)c1ccccc1 (centres undefined)	-38.9	-0.6	13.6	-7.2	-28.4	5.3	-21.4	-0.9	0.0825

One compound at a time, as listed above:
CC1(C)CC(=O)C2=C(C1)NC(=O)CC2c1cc2c(cc1Br)OCO2 (centres undefined) is listed as m-calpain inh: -19.3; PERK inhibitor: 0.5; FXIIa inh: -0.6; Rad51 HR inh: -0.3; hK5 inh: -6.9; FXIa inh: 0.1; Furin inh: -20.2; thrombin 1536: 1.7; KCC2 mod: ·
COc1cccc(CNC(=O)C2(C)Oc3ccccc3NC2=O)c1 (centres undefined) is listed as m-calpain inh: 12.8; PERK inhibitor: -0.7; FXIIa inh: 4.4; Rad51 HR inh: -4.3; hK5 inh: -23.9; FXIa inh: -19.2; Furin inh: -6.7[20 µM]; thrombin 1536: -0.8; KCC2 mod: -0.0352
CC(C)OC(=O)C1CC(C)(O)C(=O)C(C(=O)OC(C)C)C1c1ccc([N+](=O)[O-])cc1 (centres undefined) is listed as m-calpain inh: -46.3; PERK inhibitor: 0.1; FXIIa inh: 9.8; Rad51 HR inh: 2.1; hK5 inh: 2.3; FXIa inh: 1.4; Furin inh: -16.4; thrombin 1536: -7.8; KCC2 mod: -0.122

Next records follow:
SMILES	m-calpain inh	PERK inhibitor	FXIIa inh	Rad51 HR inh	hK5 inh	FXIa inh	Furin inh	thrombin 1536	KCC2 mod
Cc1ccc(-c2noc(-c3ccccc3C(=O)N3CCN(C)CC3)n2)cc1	2.0	-1.3	11.1	-6.1	6.5	6.6	-1.8	-0.4	·
CSC1=N/C(=C\c2ccc(F)cc2)C(=O)S1	-21.2	0.7	9.4	-3.7	-6.2	1.8	4.7[20 µM]	3.9	0.206
CCOC(=O)C(=CNc1cccc(C)n1)C(=O)OCC	25.2	-0.3	-4.1	·	9.0	-11.6	-6.8[20 µM]	-2.4	-1.52
COC(=O)CCCC1=CC2=CC(=O)C(C)(OC(=O)c3cccs3)C(=O)C2=CN1C1CC1 (centres undefined)	-14.0	·	4.4	-4.3	-0.1	0.1	-15.7	-6.1	0.412
OC(COc1ccc2ccccc2c1)Cn1cncn1 (centres undefined)	17.3	0.6	2.2	7.0	-8.3	-6.7	-13.6[20 µM]	-1.8	0.764
CC(=O)c1ccc(NS(=O)(=O)c2ccc3ccccc3c2)cc1	30.5	-0.1	11.3	·	-19.7	5.3	-15.4	-0.8	-3.3
CC(C)CN(C(=O)COC(=O)CCN1C(=O)c2ccccc2C1=O)C1CCS(=O)(=O)C1 (centres undefined)	5.1	-0.1	1.0	-16.5	11.4	2.2	6.7	3.8	-0.188
CC(=O)Nc1cc(C(=O)c2ccccc2)ccc1N1CCOCC1	-3.1	-0.2	13.0	-4.3	-36.7	2.0	-8.0[20 µM]	-0.6	·
O=C1C2C3C=CC(C3)C2C(=O)N1c1cccc2cccnc12 (centres undefined)	-33.7	0.0	3.9	0.1	-2.4	1.9	-23.1	-1.6	0.274
O=C(CNc1ccc(F)cc1)N/N=C1\CCc2ccccc21	5.0	1.3	9.0	-7.9	2.9	-0.5	-27.2	-4.7	-2.2
Cc1ccccc1NS(=O)(=O)c1cc(C(=O)NCCSC2CCCCC2)ccc1C	31.5	0.5	7.6	-4.4	-0.8	-7.4	-9.0[20 µM]	-4.1	·
CCSc1nnc(CCNC(=O)OC(C)(C)C)o1	-13.4	0.1	-1.8	0.5	-2.5	-6.4	-25.8[20 µM]	-10.1	-5.99
CCC(C)Oc1nc2c(c(=O)n(C)c(=O)n2C)n1C (centres undefined)	-11.4	1.2	3.5	3.3	-0.7	10.2	-26.9	-4.3	0.837
N#C/C=C\Oc1ccc(Cl)cc1N	9.5	-0.4	-9.9	·	-5.1	-0.2	-17.6	-17.9	-0.442
Cc1ccc(Cn2c(S(=O)(=O)O)nc3ccccc32)cc1	-5.0	0.6	7.8	2.3	-14.6	1.3	-6.8[20 µM]	-2.4	-0.152
COC(C(=O)Nc1ccc(S(=O)(=O)Nc2c(C)cccc2C)cc1)c1ccccc1 (centres undefined)	-3.5	-0.5	8.2	7.0	-18.6	0.9	-19.0	-4.4	0.398
CCC(C)NS(=O)(=O)c1cccs1 (centres undefined)	-50.4	1.4	3.7	-11.0	-6.6	0.8	-3.7[20 µM]	-6.7	1.94
COc1cc(C2C3CN(C)CC=C3C(C#N)=C(N)C2(C#N)C#N)ccc1OC(C)C (centres undefined)	-31.7	0.9	2.1	-13.1	-1.4	-2.3	-19.5	1.2	1.1
Fc1cccc(Cc2noc(CN3CCCN(C4Cc5ccccc5C4)CC3)n2)c1	-48.0	-0.3	8.6	-5.7	1.3	-2.1	-31.4	37.7	2.01
O=C(COC(=O)/C=C/c1ccco1)Nc1ncc(Cl)cc1Cl	-5.3	1.9	9.9	-9.2	-26.2	4.1	-16.1	-4.2	1.38
Nc1cnc(-c2ccccc2)nc1Cl	-8.4	0.9	18.3	12.0	-14.1	8.1	-25.4	-3.6	0.752
N#Cc1c(-c2ccc(Cl)cc2Cl)nc2n(c1=O)CCS2	-88.2	0.3	14.1	-1.5	-31.2	18.9	-18.3[20 µM]	-7.3	·
COC(=O)/C(C#N)=C/N(C)C	-14.3	1.3	6.1	24.9	0.6	1.9	-7.9	0.2	-0.311
CCOc1ccccc1N=c1oc2cc(O)ccc2cc1C(=O)NCC1CCCO1 (centres undefined)	-166.1	-0.4	10.1	-8.2	4.8	4.6	-43.8[20 µM]	1.2	-0.605
COc1cccc(/C=N/NC(=O)c2ccc([N+](=O)[O-])cc2Cl)c1O	12.9	1.0	11.9	-31.3	-28.6	3.4	-7.8	-3.6	-0.283
COc1ccc(OC)c(-c2cc(C(=O)Nc3c(C)n(C)n(-c4ccccc4)c3=O)no2)c1	-9.2	-1.0	9.0	0.2	-8.0	1.5	-15.3	-3.8	-0.152
COc1ccc(NC(=O)CSc2ccc3ccccc3c2)cc1S(=O)(=O)N1CCCCC1	-8.5	-0.5	5.4	6.1	-4.6	-0.4	-10.6	-7.7	0.732
CCOc1ccc2nc(NC(=O)c3ccccn3)sc2c1	7.6	1.5	9.7	-3.6	-18.6	1.1	-24.9	1.7	6.41*
CC(C)CC(NC(N)=O)C(=O)OCC(=O)NC(=O)NC1CCCC1 (centres undefined)	24.4	0.7	-12.0	0.0	-4.9	0.0	-32.4	-0.3	·
COc1ccc(-c2nnc(NC(=O)C3CC3)o2)cc1	15.1	-0.1	1.0	-15.1	-9.1	-6.5	-24.0	-10.9	0.0091
